Screens: PubChem BioAssay, National Center for Advancing Translational Sciences (NCATS)
HCV inhibitor = qHTS Assay for Inhibitors of Hepatitis C Virus (HCV). Potency, µM (doses to about 41.8 µM), without a hit: at the highest dose activity change, negative = inhibition, usual class: inhibitors. Huh7.5.1 HCVcc-Cre infection, luciferase reporter, 44 h. actives 3.4% (n = 340,000); note: potency is the fitted concentration of half-maximal effect
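HCVcc-Cre virus at an moi near 0.5 was added right after compound to cells cultured 4 h from seeding (1,000 cells/well). Luciferase activity was determined 44 h later, 15 min after substrate addition at RT.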
AMA1-RON2 inh = qHTS for Inhibitors of AMA1-RON; Towards Development of Antimalarial Drug Lead: Primary Screen; actives 0.2% (n = 360,000); Potency, µM (series often up to 58.2 µM), for the others: at the top dose activity change, negative = inhibition, most hits filed as inhibitors; AlphaScreen AMA1-biotinylated RON2 peptide binding; AID 720542, 2013; Plasmodium falciparum AMA1 (3D7) - RON2 peptide interaction;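 note: potency is the fitted concentration of half-maximal effect; 0% = vehicle wells and -100% = peptide control; nearly all actives have a fitted effect of over 45% in size; some results filed as inactive show a strong effect at the top dose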
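AMA1 (3D7) with his tag at 25 nM final met compounds first, then biotinylated RON2 peptide at 25 nM; detection used donor plus acceptor beads, 10 µg/mL apiece, read by AlphaScreen after 30 min at room temperature.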
AmpC detergent = qHTS Inhibitors of AmpC Beta-Lactamase (assay with detergent); actives 0.041% (n = 370,000); AmpC hydrolysis of nitrocefin, absorbance 480 nm, 0.01% Triton; Potency, µM (highest dose often 114 µM), without a hit: at the top dose activity change, negative = inhibition, most hits filed as inhibitors; AID 485294, 2010; P00811;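 note: potency is the fitted concentration of half-maximal effect; 0% = no-compound wells and -100% = no-enzyme wells; nearly all actives have a fitted effect of over 25% in size; some results filed as inactive show a strong effect at the top dose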
Target sequence (P00811 whole entry, looked up): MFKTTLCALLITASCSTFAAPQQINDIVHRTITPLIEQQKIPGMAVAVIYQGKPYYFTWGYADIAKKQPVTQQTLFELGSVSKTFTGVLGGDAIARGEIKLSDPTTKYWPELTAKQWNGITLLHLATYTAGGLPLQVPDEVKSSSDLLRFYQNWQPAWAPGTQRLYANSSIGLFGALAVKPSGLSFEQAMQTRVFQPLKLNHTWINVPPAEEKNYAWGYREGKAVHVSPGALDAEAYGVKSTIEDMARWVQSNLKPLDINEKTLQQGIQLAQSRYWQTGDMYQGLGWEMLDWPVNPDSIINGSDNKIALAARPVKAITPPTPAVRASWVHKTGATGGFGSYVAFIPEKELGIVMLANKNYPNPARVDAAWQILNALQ
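AmpC (5.3 nM in the dispensed reagent) in 20 mM phosphate pH 7.0 with 0.01% (detergent screen) or 0.0001% Triton X-100 was preincubated with compounds for 15 min at room temperature. Nitrocefin was then added from an 800 uM solution, and hydrolysis was followed at 480 nm.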
Giardia FBPA inh = qHTS Assay for Inhibitors of Fructose-1,6-bisphosphate Aldolase from Giardia Lamblia. Potency, µM (doses to about 59.6 µM), inactives show at the top dose activity, negative = inhibition, hits mostly inhibitors. actives 0.71% (n = 290,000). purified Giardia FBPA. AID 2451, 2010; note: potency is the fitted concentration of half-maximal effect; nearly all actives have a fitted effect of over 55% in size
Target sequence (A8B2U2 whole entry, looked up): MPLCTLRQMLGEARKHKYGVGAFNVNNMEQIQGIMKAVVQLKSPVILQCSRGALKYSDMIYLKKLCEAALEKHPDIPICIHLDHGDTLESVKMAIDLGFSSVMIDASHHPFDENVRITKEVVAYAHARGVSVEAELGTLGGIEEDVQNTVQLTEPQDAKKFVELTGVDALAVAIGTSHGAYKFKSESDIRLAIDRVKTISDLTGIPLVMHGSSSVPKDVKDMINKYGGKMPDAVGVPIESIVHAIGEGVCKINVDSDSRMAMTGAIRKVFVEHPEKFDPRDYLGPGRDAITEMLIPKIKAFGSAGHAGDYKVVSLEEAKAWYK
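40 nM FBPA preincubated 10 min at RT with compound (up to 57.5 uM final), then substrate plus GAPDH/TPI/NAD/arsenate coupling and diaphorase/resazurin added. Fluorescence read after 20 min at RT, 525/598 nm.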
Sm TGR block = qHTS Assay for the Inhibitors of Schistosoma Mansoni Peroxiredoxins; actives 3% (n = 360,000); AID 485364, 2010; purified TGR, DTNB reduction, TNB absorbance 405 nm; Potency, µM (highest dose often 114 µM), without a hit: top-dose activity change, negative = inhibition, actives largely listed as inhibitors; Schistosoma mansoni thioredoxin glutathione reductase (TGR), Q962Y6; note: potency is the fitted concentration of half-maximal effect; nearly all actives have a fitted effect of over 60% in size
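First, TGR (20 nM dispensed) and NADPH were mixed with compound. Second, a 15 min room-temperature incubation followed. Third, further NADPH and then DTNB were added to start the reaction. Finally, TNB absorbance was monitored kinetically.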
HCMV antiviral = qHTS Assay for inhibitors of the human cytomegalovirus (HCMV); actives 4.5% (n = 410,000); HFF cells, HCMV-luciferase reporter, 72 h; stronger effect = lower value; activity change, negative = inhibition, % at 57.5 µM; in the data active = activity change below about -60%; inconclusive = no clear call, values can overlap the other calls; inactive = above about -39%
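Steps: HFFs plated, 16 h 37C; compounds added; HCMV-luciferase added to MOI 1 PFU/cell; 72 h 37C; OneGlo reagent, 5 min room temperature; luminescence read, normalized to controls.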
Numbers without * were called inactive; ? = inconclusive; . = no result given; & = joins results of further samples; [ ] = dose if it differs, or a comment. Unless noted, calls come from the whole dose curve; as a rule, active = well fitted curve in the direction sought with a large enough effect; inconclusive = small, poorly fitted or top-dose-only effect, or another doubt; inactive = no such curve, though single readings can be large; an effect the other way counts as inactive or inconclusive. Unless noted, % is set by controls: 0 for no effect and ±100 for the full control effect. Compounds were not picked by outcome; 9.3% or so of the library scored in one or more.

1. CCC(c1nnc(SCC(=O)Nc2ccc(C(=O)Nc3ccccc3OC)cc2)o1)N(C)C (stereo unspecified)
2. Cc1ccc(NC(=O)CSc2nc(N)cc(=O)[nH]2)cc1Cl
3. O=C1c2ccccc2C(=O)N1CCCCNc1ccccc1
4. CCc1cc(=O)oc2cc(C)cc(OC(C)C(=O)NCc3ccccn3)c12 (stereo unspecified)
5. CCCN(CC(=O)Nc1cc(C)on1)S(=O)(=O)c1cccc(C(F)(F)F)c1
6. COCCNC(=O)CN(C(=O)c1ccc(N2CCCC2)nc1)c1ccc(Cl)cc1

assay / compound	1	2	3	4	5	6
HCV inhibitor	?	-2%	?	-14%	1%	9%
AMA1-RON2 inh	11%	9%	?	-7%	-2%	0%
AmpC detergent	-2%	-4%	.	-14%	?	0%
Giardia FBPA inh	0%	0%	.	7%	3%	14%
Sm TGR block	-15%	4%	.	4%	2%	-4%
HCMV antiviral	-1	13	-1	9	-25	13

7. Cc1ccc(NC(=O)Cn2c(O)c(N=NC(N)=S)c3ccccc32)cc1
8. CCOc1ccccc1OCCC(=O)OCC(=O)Nc1c(C)nn(-c2ccccc2)c1C
9. N#Cc1ccccc1NC(=O)CN1CCOCC1
10. COC(=O)c1cc(-c2cccc(OC)c2)on1
11. CC(C)C(=O)N1CCN(c2ccccc2NC(=O)c2cccc(Cl)c2)CC1
12. Cn1c(SCC(=O)NCc2ccco2)nc2ccccc2c1=O

assay / compound	7	8	9	10	11	12
HCV inhibitor	?	32%[activator]	6%	21%	-23%	19%
AMA1-RON2 inh	38%[activator]	-2%	6%	15%	?	-3%
AmpC detergent	-3%	?	8%	-13%	-3%	2%
Giardia FBPA inh	-8%	.	-3%	1%	3%	8%
Sm TGR block	14%	-2%	1%	0%	-14%	0%
HCMV antiviral	-17	-35	40	79	-23	-7

13. COc1ccc2oc(C(=O)NN3C(C)CCCC3C)c(C)c2c1 (stereo unspecified)
14. COc1ccc(Cn2c(CO)cnc2SCc2ccccc2C)cc1
15. COc1ccccc1C(CC(=O)O)NS(=O)(=O)c1ccc2c(c1)N(C(C)=O)CC(C)O2 (stereo unspecified)
16. O=C(O)c1cccc(NC(=S)N/N=C/c2ccccc2OCc2ccc(Br)cc2)c1
17. CCC(C)(C)C1CCc2[nH]nc(C(=O)NN)c2C1 (stereo unspecified)
18. COc1ccc(C2C(C(=O)Nc3cccnc3)=C(C)Nc3nc(-c4cccs4)nn32)cc1 (stereo unspecified)

assay / compound	13	14	15	16	17	18
HCV inhibitor	7%	.	-11%	?	-22%	-11%
AMA1-RON2 inh	-2%	.	0%	17%	-22%	10%
AmpC detergent	?	17%	2%	5%	1%	-5%
Giardia FBPA inh	3%	.	.	4%	13%	5%
Sm TGR block	6%	-6%	1%	-1%	15%	-5%
HCMV antiviral	3	59	-19	114	-31	124

19. CCOC(=O)N1CCN(CC(=O)Nc2cc3c(cc2C(C)=O)OCO3)CC1
20. Cc1ccc(N2C(=O)NC(NS(=O)(=O)c3ccc(Cl)cc3)(C(F)(F)F)C2=O)cc1C (stereo unspecified)
21. CC(=O)Nc1sc2c(c1C(=O)N1CCOCC1)CCCCC2
22. CCN(CC)CCCNc1ccc(-c2nnc(-c3ccc(OCC(C)C)cc3)o2)cn1
23. O=C(Nc1ccc2c(c1)OCO2)Nc1ccccn1
24. CN1CCN(C(=O)CCN2C(=O)/C(=C\c3ccc(Cl)cc3)SC2=S)CC1

assay / compound	19	20	21	22	23	24
HCV inhibitor	3%	.	-1%	8.9µM*	-10%	8%
AMA1-RON2 inh	-2%	.	0%	-1%	3%	3%
AmpC detergent	?	6%	2%	2%	5%	-12%
Giardia FBPA inh	2%	.	2%	.	-19%	.
Sm TGR block	-17%	-1%	-29%	3%	-10%	-10%
HCMV antiviral	4	-24	-13	-26	30	.

Part of the list above, bar-delimited:
entry | canonical_smiles | HCV inhibitor | AMA1-RON2 inh | AmpC detergent | Giardia FBPA inh | Sm TGR block | HCMV antiviral
23 | O=C(Nc1ccc2c(c1)OCO2)Nc1ccccn1 | -10% | 3% | 5% | -19% | -10% | 30
24 | CN1CCN(C(=O)CCN2C(=O)/C(=C\c3ccc(Cl)cc3)SC2=S)CC1 | 8% | 3% | -12% | . | -10% | .
19 | CCOC(=O)N1CCN(CC(=O)Nc2cc3c(cc2C(C)=O)OCO3)CC1 | 3% | -2% | ? | 2% | -17% | 4

The results go on.
25. Cc1ccc(S(=O)(=O)N(C)c2c(C)ccc(S(=O)(=O)N3CCN(C)CC3)c2C)cc1
26. O=C1C2C3CCCC3=C3CCCC3C2C(=O)N1c1ccccc1 (stereo unspecified)
27. O=C(CN1C(=O)CSC1=O)N1CCCCC1
28. Nc1c(C(=O)CCC(=O)O)oc2ccc(Cl)cc12
29. CC(C)c1ccc(Nc2nc(Cl)nc(Cl)n2)cc1
30. Cc1cc(C)c(/C=C/c2onc(C)c2S(=O)(=O)N2CCC(C(=O)Nc3cccc(C)c3C)CC2)c(C)c1

assay / compound	25	26	27	28	29	30
HCV inhibitor	0%	8%	7%	14%	-1%	.
AMA1-RON2 inh	8%	0%	14%	11%	-16%	.
AmpC detergent	?	-8%	-15%	?	-14%	-9%
Giardia FBPA inh	5%	-2%	1%	7%	?	.
Sm TGR block	-6%	0%[11.4 µM]	-15%	-11%	1%	2%
HCMV antiviral	-3	-5	-24	16	-2	-33

31. COc1ccc(C(=O)NCC(=O)OCc2csc(-c3ccccc3)n2)cc1
32. Cc1ccc(S(=O)(=O)CCC(=O)Nc2nnc(-c3ccco3)o2)cc1
33. CCCCn1c(=O)n(-c2cc(OC)ccc2OC)c(=O)c2c3c(sc21)CN(C(C)=O)CC3
34. O=C(Cc1n[nH]c(=O)[nH]c1=O)N/N=C/c1cccc(Cl)c1
35. CCOC(=O)C(Cc1ccccc1)C(=O)NCc1cccnc1 (stereo unspecified)
36. CCOc1ccc(CCN2C(=O)C(=O)N([C@@H](Cc3ccc(O)cc3)CN3CCC[C@@H]3CN3C(=O)C(=O)NC[C@@H]3Cc3ccccc3)C[C@@H]2Cc2ccccc2)cc1

assay / compound	31	32	33	34	35	36
HCV inhibitor	11%	10%	.	12%	17%	-79%
AMA1-RON2 inh	0%	58%[activator]	.	-1%	-3%	-8%
AmpC detergent	3%	-15%	4%	10%	0%	.
Giardia FBPA inh	4%	.	.	-11%	7%	.
Sm TGR block	-4%	-22%	0%	13%	-3%	.
HCMV antiviral	51	-19	-18	?	-6	-37

37. COc1cccc(C(C)N(C)Cc2nc(-c3ccoc3)oc2C)c1 (stereo unspecified)
38. COCCNc1nnc(SCC(=O)Nc2sc3c(c2C(=O)c2ccccc2)CCCC3)s1
39. O=S(=O)(c1ccc(Cl)cc1)N1CCN(S(=O)(=O)N2CCCCCC2)CC1
40. CSc1nc(C)c(CCO)c(=O)[nH]1
41. O=C(CC1S/C(=N/N=C2CCCCCC2)NC1=O)Nc1ccc(Br)cc1F (stereo unspecified)
42. CN(C)C(=O)Oc1ccc[n+](C)c1

assay / compound	37	38	39	40	41	42
HCV inhibitor	1%	2.5µM*	24%	6%	15%	4%[8.37 µM]
AMA1-RON2 inh	-20%	-17%	-12%	-2%	82%[activator]	-8%
AmpC detergent	-8%	-17%	3%	?	8%	-8%
Giardia FBPA inh	0%	?	9%	-6%	.	-1%&0%&5%
Sm TGR block	5%	-10%	-4%	6%	9%	6%
HCMV antiviral	.	-86*	9	-24	6	-39

43. CCNC(=S)N=Nc1c(O)[nH]c2ccc([N+](=O)[O-])cc12
44. CCN1CCN(C(=O)C(C)Sc2nc3nc(C)cc(C)n3n2)CC1 (stereo unspecified)
45. O=C(CNS(=O)(=O)c1ccc(Br)s1)N1CCC2(CC1)OCCO2
46. Cc1ccccc1C1C(C#N)=C2N=C(N)c3c(sc4c3CCCCC4)N2C2=C1C(=O)CCC2 (stereo unspecified)
47. N#CC1=C(N)OC2=C(C(=O)CCC2)C1Cc1ccccc1 (stereo unspecified)
48. COC(=O)c1ccc(C(=O)OC)c(NC(=S)N2CCOCC2)c1

assay / compound	43	44	45	46	47	48
HCV inhibitor	-14%	2%	-3%	?	16%	-24%
AMA1-RON2 inh	69%[activator]	-5%	-9%	-7%	2%	3%
AmpC detergent	-1%	.	2%	7%	.	3%
Giardia FBPA inh	-15%	.	4%	-6%	.	3%
Sm TGR block	7%	.	-22%	-14%	.	.
HCMV antiviral	-15	24	22	.	33	147

49. Cc1cnc(NC(=O)CSc2ccccc2)s1
50. CCCCn1nnnc1NCc1ccc(N(CC)CC)cc1
51. Cc1nn(C)c(C)c1NC(=O)CSc1nc(C2CC2)nc2c1cnn2-c1ccccc1
52. CC(C)Cc1nnc(NC(=O)CCC(=O)NCCc2ccc(Cl)cc2)s1
53. CCN(CC)C(=O)NC1CCCCCCC1
54. Cc1cccc(C(=O)Nc2ccc(O)cc2C(=O)O)c1

assay / compound	49	50	51	52	53	54
HCV inhibitor	16%	-7%	?	-3%	15%	-9%
AMA1-RON2 inh	4%	-4%	1%	-1%	-5%	-21%
AmpC detergent	1%	?	0%	-1%	-1%	-9%
Giardia FBPA inh	-3%	1%	0%	.	3%	4%
Sm TGR block	10%	21%	4%	1%	15%	5%
HCMV antiviral	62	-11	?	-22	44	7

55. NC(=O)C(=O)N/N=C/c1c(F)c(F)c(F)c(F)c1F
56. CCC(Oc1ccccc1)C(=O)NC1CCSC1=O (stereo unspecified)
57. CCc1cc2c(cc3c(=O)n(CC(=O)NCc4cc(Br)ccc4OC)ncn32)s1
58. Cc1cc(C)n(C2CC(=O)N(c3cc(Cl)cc(Cl)c3)C2=O)n1 (stereo unspecified)
59. O=C(Nc1ccc2c(c1)C(=O)N(CC1CCCO1)C2=O)c1ccc(Cl)c(Cl)c1 (stereo unspecified)
60. COc1ccc(S(=O)(=O)N(C)C)cc1NC(=O)Cc1c[nH]c2ccccc12
61. CCCCc1nnc(NC(=O)CCS(=O)(=O)c2ccc(Cl)cc2)s1

assay / compound	55	56	57	58	59	60	61
HCV inhibitor	-1%	7%	.	6%	11%	10%	-12%
AMA1-RON2 inh	-1%	6%	.	-8%	0%	14%	14%
AmpC detergent	-1%	0%	15%	7%	2%	-12%	-1%
Giardia FBPA inh	1%	29%	.	8%	5%	-13%	.
Sm TGR block	1%	-10%	17%	8%	-7%	1%	-5%
HCMV antiviral	38	-7	78	-1	11	18	77
